Myeloid diff MLP = myeloid differentiation induction | ER-HoxA9 myeloid progenitors, lysozyme-GFP differentiation, flow cytometry | calls only at 10 µM | 360,000 tested, 1% active | AID 624256;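 active means normalized GFP-positive differentiation at or above the plate's own cutoff, the solvent-only control mean plus 3 SD; inconclusive means no clear call, values can overlap the other calls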;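 further: cells exposed to compound for four days before flow analysis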
Myeloid diff MLP GFP+ MAC1+ % = further read-out of Myeloid diff MLP, marked with its call; GFP+ MAC1+ double positive, %; measured here: differentiation confirmed by MAC1 staining
Numbers without * were called inactive; i = inactive; ? = inconclusive; · = no result given; & = joins results of further samples. The list is partial. The share of hits here may be higher or lower than overall.

SMILES	Myeloid diff MLP	Myeloid diff MLP GFP+ MAC1+ %
COc1ccc(CCNC(=O)COC(=O)c2ccccn2)cc1	i	0.9
CCC(=O)N1CCC1(C)C(=O)Nc1cccc(OC)c1OC (stereo not given)	i	3.5
CN(C(=O)COC(=O)CNC(=O)c1ccc(C(C)(C)C)cc1)c1c(N)n(Cc2ccccc2)c(=O)[nH]c1=O	i	0.5
Cc1ccc(NS(=O)(=O)c2cccc(C(=O)NCCCn3ccnc3)c2)cc1	i	1.1
O=C(COC(=O)CCC(=O)c1cccs1)NC1CCCCC1	i	0.1
C[C@@H](CO)NC(=O)[C@H]1O[C@@H](n2ccc(=O)[nH]c2=O)[C@H](O)[C@@H]1O	i	0.4
Cc1cc(Cl)ccc1C(O)c1ncc(-c2cccc3ccccc23)[nH]1 (stereo not given)	i	1.4
CN(CC(=O)NCC(=O)Nc1ccc(F)cc1)CC(=O)Nc1ccc(Cl)c(C(F)(F)F)c1	i	0.4
CC(OC(=O)C1=COCCO1)C(=O)c1ccc(C(C)(C)C)cc1 (stereo not given)	i	0.1
Cc1ccccc1NS(=O)(=O)c1ccc(C(=O)N2CCN(S(=O)(=O)c3ccccc3)CC2)cc1	i	0.1
CCC1Nc2ncnc(N3CCCCC3)c2N(Cc2ccc(OC)cc2)C1=O (stereo not given)	i	1.9&0.9
CC1(c2ccc3c(c2)OCCO3)NC(=O)N(CC(=O)Nc2ccccc2)C1=O (stereo not given)	i	0.6
O=C(NCc1cccs1)C1C(=O)Nc2ccccc2C(=O)N1C1CCCC1 (stereo not given)	i	0.8
Cc1cccc(Nc2nc(N)nc(CN3CCN(c4ccccc4F)CC3)n2)c1	i	0.5
O=C1NC[C@H](CCCCN2C[C@H](Cc3ccccc3)N(Cc3ccccc3)C(=O)C2=O)N(CCc2ccccc2)C1=O	i	0.3
O=C(C[C@H]1C[C@H](C(=O)N2CCOCC2)[C@@]2(CCC3CCCC3)c3[nH]c4ccc(Cl)cc4c3CCN2C1=O)NCCc1ccccn1	i	0.0
COc1cc(OC)cc(C2=Cc3ccc(OC)cc3C(CC(C)=O)N2c2ccc(C#CC3(N)CCCCC3)cc2)c1 (stereo not given)	i	2.5
CC(=O)N1CCN(C(=O)C2CCN(S(=O)(=O)c3ccccc3C(F)(F)F)CC2)CC1	i	0.3
Cn1ccc2c(-c3ccc(C(C)(C)C)cc3)cc3c(c21)C1CCC3C1 (stereo not given)	i	0.3
C[C@@H]1CN([C@@H](C)CO)C(=O)c2cccc(NC(=O)C3CCCCC3)c2O[C@@H]1CN(C)Cc1ccc(Cl)c(Cl)c1	i	1.1
COc1ccc(CN2C(=O)CCC2(C)c2nnnn2-c2ccc3c(c2)OCCO3)cc1 (stereo not given)	i	1.4
CN(C1CCS(=O)(=O)C1)S(=O)(=O)c1cccs1 (stereo not given)	i	0.2
COCCN1C(=O)N[C@@H](c2cccc(C(F)(F)F)c2)[C@H](C(C)=O)[C@H]1C	i	2.0
COc1cc(NC(=O)COC(=O)c2cc(S(=O)(=O)N3CCOCC3)ccc2F)cc(OC)c1	i	1.1
COc1ccc(CNC(=O)CCc2ccc(S(=O)(=O)N3CCCCCC3)cc2)cc1OC	i	0.5
O=C(c1ccc(S(=O)(=O)Nc2ccccc2Cl)cc1)N1CCOCC1	i	1.2
COC(=O)c1ccc(CS(=O)(=O)c2ccccc2C)o1	i	0.6
CCc1nc2c(OCc3ccccc3C(=O)OC)cccn2c1N(C)C(=O)c1ccncc1	i	0.9
CC(C)(C)OC(=O)N1CCC[C@@H]1C(=O)NCc1ccccc1Cl	i	0.5
Cc1ccc(OCC(=O)Nc2ccc(S(=O)(=O)NC3=NCCCCC3)cc2)cc1	i	0.4

At a glance, part of the list above:
SMILES	Myeloid diff MLP	Myeloid diff MLP GFP+ MAC1+ %
CC(=O)N1CCN(C(=O)C2CCN(S(=O)(=O)c3ccccc3C(F)(F)F)CC2)CC1	i	0.3
Cn1ccc2c(-c3ccc(C(C)(C)C)cc3)cc3c(c21)C1CCC3C1 (stereo not given)	i	0.3
C[C@@H]1CN([C@@H](C)CO)C(=O)c2cccc(NC(=O)C3CCCCC3)c2O[C@@H]1CN(C)Cc1ccc(Cl)c(Cl)c1	i	1.1
COc1ccc(CN2C(=O)CCC2(C)c2nnnn2-c2ccc3c(c2)OCCO3)cc1 (stereo not given)	i	1.4
CN(C1CCS(=O)(=O)C1)S(=O)(=O)c1cccs1 (stereo not given)	i	0.2
COCCN1C(=O)N[C@@H](c2cccc(C(F)(F)F)c2)[C@H](C(C)=O)[C@H]1C	i	2.0
COc1cc(NC(=O)COC(=O)c2cc(S(=O)(=O)N3CCOCC3)ccc2F)cc(OC)c1	i	1.1
COc1ccc(CNC(=O)CCc2ccc(S(=O)(=O)N3CCCCCC3)cc2)cc1OC	i	0.5
O=C(c1ccc(S(=O)(=O)Nc2ccccc2Cl)cc1)N1CCOCC1	i	1.2
COC(=O)c1ccc(CS(=O)(=O)c2ccccc2C)o1	i	0.6
CCc1nc2c(OCc3ccccc3C(=O)OC)cccn2c1N(C)C(=O)c1ccncc1	i	0.9
CC(C)(C)OC(=O)N1CCC[C@@H]1C(=O)NCc1ccccc1Cl	i	0.5
Cc1ccc(OCC(=O)Nc2ccc(S(=O)(=O)NC3=NCCCCC3)cc2)cc1	i	0.4

(list continues)
SMILES	Myeloid diff MLP	Myeloid diff MLP GFP+ MAC1+ %
COc1cc(OC)cc(-c2c(-c3cccs3)c3cc(-c4ccc(N(C)C)nc4)ccc3n2C)c1	i	1.1
CCNC(=O)C1(C)CCCN(Cc2csc(-c3ccccc3)n2)C1 (stereo not given)	i	0.4
CCOC(=O)C(=O)N(C)c1c(CC)nc2c(OCc3cc(Cl)cc(Cl)c3)cccn12	i	1.5
CCOC(=O)[C@@H]1[C@H]2COc3ccc(Br)cc3[C@@H]2N2C(=O)N(c3ccc(C)cc3)C(=O)[C@@]12C	i	1.1
O=C(NCc1ccccc1)c1cc(C2CCCN(C(=O)CCCc3ccccc3)C2)on1 (stereo not given)	i	0.6
CS(=O)(=O)c1ccc(Cl)c(NC(=O)CN2CCN(C(=O)c3cccs3)CC2)c1	i	0.6
Cn1nc(NC(=O)C(F)(F)F)c2ncc(-c3ccccc3)nc21	i	0.4
COc1ccc(S(=O)(=O)NC2CC(=O)N(c3ccc4c(c3)OCCO4)C2)cc1 (stereo not given)	i	0.3
O=C(NCc1ccccc1)C1c2ccccc2OCC(=O)N1CCCN1CCOCC1 (stereo not given)	i	1.2
c1ccc(-c2csc(CN3CCCCC3)n2)cc1	i	1.6
CC1CCCCC1NC(=O)CN1c2cccc3cccc(c23)S1(=O)=O (stereo not given)	i	0.6
NC(=O)c1ncn([C@@H]2O[C@H](CNCc3ccc(OCC(=O)Nc4ccccn4)cc3)[C@@H](O)[C@H]2O)n1	i	0.7
CNc1ccc(-c2cccc(C(C)=O)c2)cn1	i	1.5
COC(=O)c1ccc2nc(-c3ccccc3)c(Cc3ccc(OC)cc3C)n2c1	i	1.4
COc1ccc(-c2nnc(SCC(=O)NC3CC3)o2)cc1	i	1.8
CCNC(=O)C1(C)CCN(C(=O)c2c(F)cccc2F)C1 (stereo not given)	i	1.1
Cc1cc(C)cc(N(CCC#N)C(=O)COC(=O)C2CCN(c3ccc(C(F)(F)F)cn3)CC2)c1	i	1.5
COCCN(C(=O)COC(=O)C1CCC(C(C)(C)C)CC1)c1c(N)n(Cc2ccccc2)c(=O)[nH]c1=O (stereo not given)	i	0.0
NC(Cc1cnc[nH]1)c1csc(Nc2ccc(C(F)(F)F)cn2)n1 (stereo not given)	i	1.1
CCN(C[C@H]1N[C@@](Cc2ccccc2)(C(=O)OC)[C@H]2C(=O)N(Cc3ccccc3)C(=O)[C@@H]12)S(=O)(=O)c1ccc(OC)cc1	i	2.7
COc1ccc(C(=O)NNC(=O)C23CC4CC(CC(C4)C2)C3)cc1OC	i	1.0
O=C(OCC(=O)N1CCc2ccccc21)c1n[nH]c(=O)c2ccccc12	i	0.5
COc1ccccc1CNC(=O)COC(=O)c1ccc(Cl)nc1	i	1.3
Nc1cc(C(=O)OCC(=O)NNC(=O)c2cccs2)ccc1Cl	i	0.1
CCc1ccc(N2CC(C(=O)N/N=C/c3ccccc3)CC2=O)cc1 (stereo not given)	i	1.2
CC1(C(=O)Nc2ccc3ccccc3c2)CCC(=O)N1CC(F)(F)F (stereo not given)	i	0.9
CC(C)[C@@H]1Cc2[nH]c(=O)[nH]c(=O)c2[C@H](c2ccc(F)cc2)O1	i	0.9
CCOC(=O)Cn1c(COc2ccccc2OC)[n+](C)c2ccccc21	i	0.0
COc1ccc([C@H]2CC(=O)C=C(c3cccc4c3Oc3ccccc3S4)C2)cc1OC	i	0.6
O=C(Nc1nccs1)c1cnc2sccn2c1=O	i	0.6
O=c1[nH]c(=O)c2nc3ccccc3nc2[nH]1	i	0.5
CCc1nc2ccc(C(=O)N(CC)CCN(C)C)cn2c1N(C)CCCc1ccccc1	i	0.6
CSc1ccc(CN2CCC2(C)C(=O)Nc2cccc(NS(C)(=O)=O)c2)cc1 (stereo not given)	i	1.7
O=C1c2cccc(NCCNCCO)c2C(=O)c2cccc(NCCNCCO)c21	?	·
O=C(O)CCCC[C@@H]1SC[C@@H]2NC(=O)N[C@@H]21	i	5.3
COC(=O)C1CC2=C(CCCC2=O)NC1=O (stereo not given)	i	0.4
CC(Oc1cccnc1[N+](=O)[O-])C(=O)N1CCc2ccccc21 (stereo not given)	i	1.1
COc1cc(=O)n(C)c2c(OCC(O)C(C)(C)O)cccc12 (stereo not given)	i	1.0
O=C(CC(=O)c1ccccc1)c1ccccc1	i	1.1
O=[N+]([O-])c1ccc2c(c1)C(=Nc1ccccc1)c1ccccc1-2	i	1.3
Cc1cc(C)c(NC(=O)C2CCCO2)c(C)c1 (stereo not given)	i	0.4
COc1ccc(OC2(C)CCN(Cc3ccc(-c4ccccc4)o3)C2)cc1 (stereo not given)	i	0.5
COc1ccc(-c2cc3nc(NCCOc4ccccc4)ccn3n2)cc1	i	1.1
COc1ccc(C(CNC(=O)c2cccc(S(=O)(=O)Nc3ccccc3OC)c2)N2CCCCC2)cc1 (stereo not given)	i	0.5
COc1ccc(CN2C(=O)CSCC2(C)C(=O)NCc2ccccc2)cc1 (stereo not given)	i	3.2
CCN(CC(=O)NCc1cccs1)C(=O)c1ccc(NS(=O)(=O)c2ccc(C(C)=O)cc2)cc1	i	0.3
O=S1(=O)CCOC[C@H](Cc2ccccc2)N1Cc1ccc(F)cc1	i	1.5
CC(=O)c1c(C)[nH]c(C(=O)OCC(=O)N2CCN(c3ccccc3)CC2)c1C	i	0.4
O=C(OCc1ccccc1)N1CCC2CC1c1c(-c3ccc(C(F)(F)F)cc3)cccc12 (stereo not given)	i	0.1
COc1ccc(OC)c(NC(=O)C2(C)CCN2Cc2ccccc2OC(F)F)c1 (stereo not given)	i	0.2
COc1ccccc1NS(=O)(=O)c1cc(C(=O)NCC(c2ccc(F)cc2)N2CCOCC2)ccc1C (stereo not given)	i	0.5
CCCCCc1c(Cc2ccccc2)ncn1CCc1ccccc1OC	i	3.9
C[C@@H]1CCCCO[C@@H](CN(C)CC2CCCCC2)[C@@H](C)CN([C@H](C)CO)C(=O)c2cc(NS(=O)(=O)c3ccc(Cl)cc3)ccc2O1	i	0.3
CCOC(=O)C1=CC[C@@H](c2ccccc2)N(S(=O)(=O)c2ccc(C)cc2)[C@H]1c1cccc(OC)c1	i	0.6
CC(=O)Nc1cccc(NC(=O)c2cc([N+](=O)[O-])ccc2N2CCCCC2)c1	i	1.1
CS(=O)(=O)c1ccc(Cl)c(NC(=O)COC(=O)CNC(=O)c2ccc3ccccc3c2)c1	i	2.2
Cc1cc(C(O)c2ncc(-c3ccccc3C)[nH]2)ccc1F (stereo not given)	i	2.1
O=C(/C=C/c1ccc([N+](=O)[O-])cc1)OCC(=O)N1CCOCC1	i	0.9
CNc1cccc(-c2ccccc2CO)n1	i	0.5
CC1=C/C(=C(/c2ccc(O)c(C)c2)c2ccccc2S(=O)(=O)O)C=CC1=O	i	0.9
Next structures.
SMILES	Myeloid diff MLP	Myeloid diff MLP GFP+ MAC1+ %
CCOC(=O)[C@H]1[C@H]2COc3ccc(Cl)cc3[C@@H]2N2C(=O)[C@@H](CO)NC(=O)[C@@]12C	i	1.7
COc1ccc(OC)c(NC(=O)COC(=O)CCNc2ccccc2OC)c1	i	1.0
CNCC(O)c1ccc(O)c(O)c1 (stereo not given)	i	4.0
O=c1[nH]nc(-c2ccc[nH]2)[nH]1	i	0.6
O=C(OCC(=O)N1CCOCC1)c1cc(S(=O)(=O)N2CCOCC2)c(Cl)cc1Cl	i	1.2
COc1cc(C#N)ccc1OC(=O)C1CCN(C(=O)c2ccc(F)cc2)CC1	i	0.7
CC(C)CN(C1CCS(=O)(=O)C1)S(=O)(=O)c1ccc2ccccc2c1 (stereo not given)	i	0.3
CN(CC(=O)Nc1ccc(F)c(F)c1F)C(=O)C1CCCC1	i	0.4
NS(=O)(=O)c1ccc(NC(=O)COC(=O)Cn2cnc3ccccc3c2=O)cc1	i	0.8
Cc1ccc(NS(=O)(=O)c2cccc(C(=O)NCCCN3CCOCC3)c2)cc1	i	0.6
N#Cc1ccccc1NC(=O)COC(=O)CN1C(=O)C2CCCCC2C1=O (stereo not given)	i	1.3
Cc1cn([C@H]2C[C@H](O)[C@@H](/C=C/C(=O)NCCC(C)C)O2)c(=O)[nH]c1=O	i	0.9
CCOC(=O)c1c(C)[nH]c(C(=O)CN(C)CC(=O)Nc2ccccc2C(F)(F)F)c1C	i	0.5
CCO[C@@H]1OC(C(N)=O)=C[C@H](C2CC2)[C@H]1CCCO	i	1.4
Cc1ccc([C@@H]2CC=C(C(=O)O)[C@H](c3ccc(Cl)cc3)N2S(=O)(=O)c2ccc(C)cc2)cc1	i	1.5
CCN(CC(=O)Nc1ccccc1C(F)(F)F)C(=O)CSCC(=O)Nc1cc(C)on1	i	0.6
